# Bioassay records as filed in PubChem.
# ABHD5-PLIN5 inh: blocks binding of human ABHD5 to perilipin-5; inhibition, % at 4 µM; Split G. princeps luciferase complementation, luminescence, 4 h; Q00G26+Q8WTS1; actives 0.78% (n = 360,000);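 active = inhibition above the mean inhibition across every tested compound plus 3 SD, cut at about 22% in these data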;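 also: 0% = DMSO only wells and the 100% control is not disclosed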
# NCOA1 inh: inhibitors of human steroid receptor coactivator 1 (SRC1). Q15788. HEK293 GAL4-SRC1 luciferase reporter, luminescence. inhibition, % at 3.6 µM. actives 0.12% (n = 360,000). AID 588354;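 active = inhibition above the campaign mean plus 3 SD, with each screening campaign given its own cutoff, cut at about 60% in these data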;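 also: 0% = DMSO treated cells and 100% = gossypol at 36 µM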
# TROY signal inh: blocks TROY-dependent signaling in reporter cells. actives 0.98% (n = 360,000). Q293 LMP1-TROYcd NF-kB luciferase reporter, 4 h. inhibition, % at 10 µM;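 active = compounds whose plate-normalised and pattern-corrected inhibition of the luciferase reporter signal at the single screening dose is 50% or more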
# NR2F2 inh: inhibitors of human COUP-TFII (NR2F2) | P24468 | HEK293T NGFI-A luciferase reporter, luminescence | inhibition, % at 8.6 µM | actives 0.7% (n = 370,000) | AID 686940;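 active = inhibition above a per-plate cutoff, mean inhibition of test wells between control levels plus 3 SD, cut at about 38% in these data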;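 also: cells cotransfected with COUP-TFII expression vector driving the NGFI-A reporter; 0% = median of COUP-TF2 test wells and 100% = reporter-only cells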
# Exocytosis inh: blocks lytic granule exocytosis | inhibition, % at 10 µM | TALL-104 LAMP-1 surface exposure, flow cytometry; cells stimulated with thapsigargin and PMA | actives 0.66% (n = 360,000);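 active = inhibition above about 55%, limit read from the data; inconclusive = no clear call, values can overlap the other calls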
# NCOA3 inh: inhibits human SRC3 coactivator; HEK293 GAL4-SRC3 luciferase reporter, luminescence; inhibition, % at 3.6 µM; actives 0.17% (n = 360,000); AID 588352;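 active = inhibition above a per-campaign cutoff, the mean of all compounds plus 3 SD, cut at about 60% in these data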;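 also: 0% = DMSO-treated cells and 100% = gossypol-treated cells at 36 µM; higher means less SRC3-driven luciferase light from the GAL4 reporter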
# NOD2-RIPK2 inh: blocks binding of human NOD2 to RIPK2; AID 624267; CHO BLA complementation NOD2-RIPK2, CCF4 ratio; inhibition, % at 4.98 µM; actives 0.38% (n = 360,000); in the data active = inhibition above about 21%;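 also: 0% = vehicle only and 100% = reference blocker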
# TWEAK Fn14 block: blocks TWEAK-Fn14 interaction in a reporter cell assay; TWEAK-stimulated Fn14 reporter cells, luciferase luminescence, 8 h; inhibition, % at 10 µM; actives 2% (n = 360,000); in the data active = inhibition above about 50%
# TLR9-MyD88 inh: inhibitors of human TLR9-MyD88 binding; CHO BLA complementation TLR9-MyD88, CCF4 FRET ratio; inhibition, % at 4.98 µM; actives 0.21% (n = 340,000);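 active = inhibition above the mean over all tested compounds plus 3 SD, cut at about 21% in these data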;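 also: 0% = DMSO only wells and 100% = clavulanate BLA inhibitor control wells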
# LRH-1 inv ag: NR5A2 inverse agonism in reporter assay. O00482. HEK293T StAR-luciferase reporter, LRH-1 transfected, 24 h. inhibition, % at 3.6 µM. actives 0.13% (n = 360,000). AID 602396;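 active = inhibition above the mean inhibition of all tested compounds plus 3 SD, cut at about 73% in these data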;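 also: 0% = DMSO wells and 100% = reporter-only cells lacking LRH-1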
# SRC2 inh: inhibits human steroid receptor coactivator 2; Q15596; HEK293 GAL4-SRC2 luciferase reporter, luminescence; inhibition, % at 9 µM; actives 0.17% (n = 370,000); AID 651957;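 active = inhibition above the mean inhibition of all tested compounds plus 3 SD, set per campaign, cut at about 52% in these data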;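 also: 0% = DMSO treated cells and 100% = cells given Gossypol at 36 µM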
# Target sequence (Q15596 whole entry, looked up, the tested form may be a part): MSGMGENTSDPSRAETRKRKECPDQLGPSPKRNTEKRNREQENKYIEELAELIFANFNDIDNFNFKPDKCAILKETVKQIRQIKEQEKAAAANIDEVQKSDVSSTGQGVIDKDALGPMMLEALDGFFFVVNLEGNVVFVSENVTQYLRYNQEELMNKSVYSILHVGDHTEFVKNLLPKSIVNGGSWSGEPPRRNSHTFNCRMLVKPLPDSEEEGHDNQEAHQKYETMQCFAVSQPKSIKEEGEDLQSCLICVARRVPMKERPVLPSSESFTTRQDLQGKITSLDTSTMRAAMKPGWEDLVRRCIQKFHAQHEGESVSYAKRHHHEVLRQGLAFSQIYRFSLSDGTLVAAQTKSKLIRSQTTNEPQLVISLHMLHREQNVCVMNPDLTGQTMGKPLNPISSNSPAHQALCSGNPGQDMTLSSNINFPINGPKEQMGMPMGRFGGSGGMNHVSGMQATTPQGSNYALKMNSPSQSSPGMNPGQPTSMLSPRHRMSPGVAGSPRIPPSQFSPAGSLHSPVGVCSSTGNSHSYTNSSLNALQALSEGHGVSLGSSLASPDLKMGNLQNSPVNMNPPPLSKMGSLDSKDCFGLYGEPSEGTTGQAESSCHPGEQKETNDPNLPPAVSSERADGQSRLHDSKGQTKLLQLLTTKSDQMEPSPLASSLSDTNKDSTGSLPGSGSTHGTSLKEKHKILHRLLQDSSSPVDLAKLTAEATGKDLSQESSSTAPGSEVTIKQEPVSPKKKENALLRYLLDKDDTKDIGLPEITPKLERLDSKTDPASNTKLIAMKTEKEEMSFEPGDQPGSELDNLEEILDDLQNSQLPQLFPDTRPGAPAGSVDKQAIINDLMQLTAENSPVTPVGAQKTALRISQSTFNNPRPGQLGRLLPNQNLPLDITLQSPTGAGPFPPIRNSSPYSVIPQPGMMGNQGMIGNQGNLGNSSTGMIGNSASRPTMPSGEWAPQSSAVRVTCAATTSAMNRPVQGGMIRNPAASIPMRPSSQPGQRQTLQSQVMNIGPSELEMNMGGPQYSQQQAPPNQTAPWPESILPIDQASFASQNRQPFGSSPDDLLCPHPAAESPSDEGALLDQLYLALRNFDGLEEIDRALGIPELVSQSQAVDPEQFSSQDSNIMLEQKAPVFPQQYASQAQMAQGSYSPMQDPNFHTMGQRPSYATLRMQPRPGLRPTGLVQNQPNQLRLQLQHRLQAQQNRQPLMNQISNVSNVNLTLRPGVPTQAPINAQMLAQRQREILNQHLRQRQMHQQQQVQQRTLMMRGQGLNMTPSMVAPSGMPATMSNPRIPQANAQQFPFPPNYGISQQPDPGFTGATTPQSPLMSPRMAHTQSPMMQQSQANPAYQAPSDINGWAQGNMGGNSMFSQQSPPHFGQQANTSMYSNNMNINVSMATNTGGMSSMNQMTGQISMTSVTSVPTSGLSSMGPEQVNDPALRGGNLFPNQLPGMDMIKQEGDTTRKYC
# * = called active by the depositor; ? = inconclusive; . = not tested or not shown.
SMILES,ABHD5-PLIN5 inh,NCOA1 inh,TROY signal inh,NR2F2 inh,Exocytosis inh,NCOA3 inh,NOD2-RIPK2 inh,TWEAK Fn14 block,TLR9-MyD88 inh,LRH-1 inv ag,SRC2 inh
O=C(c1cc(F)ccc1F)C1CCCN(C(=O)c2ccc3nccnc3c2)C1 (stereo not given),-6,-15,-14,-8,-1,-15,-5,-16,-4,-12,-7
Cc1ccc(C2=NN(S(C)(=O)=O)C(c3ccc4c(c3)OCO4)C2)cc1 (stereo not given),1,-95,-42,-33,-4,-56,1,27,2,-125,-36
C[C@@]12C(=O)Nc3cc(Cl)ccc3C(=O)N1[C@H]1c3cc(Br)ccc3OC[C@@H]1[C@@H]2c1ccccc1,-14,20,41,-8,-4,20,-20,27,0,0,2
Cc1noc(C)c1C(=O)Nc1ccc(-n2ccc(C(F)(F)F)n2)cc1,5,-16,-16,.,6,11,4,-42,4,-1,.
Cc1ccc(/C=C2/CNC/C(=C/c3ccc(C)cc3)C2=O)cc1,96*,36,38,47*,30,12,1,104*,0,80*,-54
C=CCn1c(C)c(C(C)=O)c(SC)nc1=S,-6,11,16,-3,1,17,-2,-2,-1,0,-9
N[C@@H](CO)c1nnc([C@H](Cc2ccc(O)cc2)NC(=O)C2CCNCC2)o1,-1,-4,2,-2,-3,-5,0,-3,8,-10,-2
Cc1cc(=O)oc2c(CN3CCCC3)c(O)ccc12,6,0,3,10,-24,2,-4,1,-12,-1,-35
Cc1ccccc1CS(=O)(=O)c1cnc2ccccc2n1,6,-6,-17,-17,1,-1,-2,0,-11,13,27
O=C1NCN(c2ccccc2)C12CCN(c1nnnn1-c1ccccc1)CC2,2,0,6,8,-4,1,-4,12,2,10,-22

# Taken from above:
# NCOA3 inh, Cc1cc(=O)oc2c(CN3CCCC3)c(O)ccc12 = 2
# NR2F2 inh, C[C@@]12C(=O)Nc3cc(Cl)ccc3C(=O)N1[C@H]1c3cc(Br)ccc3OC[C@@H]1[C@@H]2c1ccccc1 = -8

# Later entries
SMILES,ABHD5-PLIN5 inh,NCOA1 inh,TROY signal inh,NR2F2 inh,Exocytosis inh,NCOA3 inh,NOD2-RIPK2 inh,TWEAK Fn14 block,TLR9-MyD88 inh,LRH-1 inv ag,SRC2 inh
O/N=C1\CCSc2ccc(F)cc21,0,24,11,0,-6,10,-1,2,-4,6,2
Cc1ccc(C(=O)c2cc([N+](=O)[O-])ccc2N2CCN(C)CC2)cc1,2,-2,22,16,4,17,-9,21,-11,25,5
C[C@H]1CN([C@@H](C)CO)C(=O)Cc2cc(NC(=O)CCC(F)(F)F)ccc2O[C@H]1CN(C)C(=O)Nc1ccc(F)cc1,2,-4,-24,-5,-8,17,6,10,8,24,-6
O=C(OCCNC(=O)c1ccc2ccccc2n1)c1ccc(F)cc1,2,3,5,5,-1,1,-5,-1,0,17,1
C=C(C)CCC1(C)NC(=O)N(c2ccccc2)N1 (stereo not given),-9,-16,-12,15,0,14,-1,-1,-5,7,-31
Cc1occc1C(=O)N/N=C/c1ccc(-c2ccccc2)cc1,1,-85,15,-51,16,-116,-3,34,5,-92,-23
CC(C)CN(C(=O)C1=COCCO1)c1c(N)n(Cc2ccccc2)c(=O)[nH]c1=O,4,6,12,-8,-2,6,-9,4,2,5,-3
CCC(CC)N1CCN(CCc2ccccc2)C(CCO)C1 (stereo not given),2,5,-7,12,0,3,-6,11,-8,-2,0
Cc1nc2c(-c3ccc(F)cc3)c(C)nn2c(N2CCOCC2)c1C,5,2,26,1,2,24,2,-28,-13,-14,-14
CC(=O)Nc1ccc(C(=O)OCC(=O)c2ccc(F)cc2)cc1,2,-12,-24,-17,3,14,-5,-19,1,15,-18
O=C(CSc1ccccc1)Nc1nccs1,1,-5,-2,-6,-1,-2,2,-9,-7,-12,-21
CCOc1ccc(NS(=O)(=O)c2ccc(C(=O)NCc3ccccn3)cc2)cc1,-2,4,12,5,-2,-6,-1,-17,-1,8,-15
CC(=O)Oc1ccc(Cl)cc1CN(C(C)=O)C1CCCCC1,3,9,18,15,-1,-9,-2,33,4,2,10
Cc1cc(=O)[nH]c(N2CCN(Cc3ccccc3)CC2)n1,0,-19,8,-5,0,19,10,8,8,12,13
CCn1c(Cc2ccccc2)nnc1SCC(=O)Nc1ccc(S(N)(=O)=O)cc1,1,5,9,-27,-4,14,2,15,-2,24,-8
CCN(C(=O)CSc1n[nH]c(N)n1)c1cccc2ccccc12,-8,4,11,-15,2,5,13,-7,-5,-4,17
COC(=O)[C@@]1(Cc2ccccc2)C=C[C@@H](C)N1C(C)=O,4,-2,8,1,48,10,-12,-5,-5,5,-36
COc1ccc(C)c(Cn2c(-c3nonc3N)nc3ccccc32)c1,-2,-9,24,3,0,15,0,6,6,-15,4
CCOc1cc(NC(=S)NC)c(OCC)cc1NC(=O)c1ccco1,5,0,1,2,-2,0,2,-8,-2,21,0
COc1cc(/C=N/NC(=O)c2ccncc2)cc(OC)c1OC,-7,-7,-13,-10,-4,-20,-5,-7,-17,6,3
Cc1ccc(CN(c2ccc(C(=O)Nc3cccnc3)cc2)S(C)(=O)=O)cc1,9,1,-6,14,4,-16,-8,20,-5,-24,2
O=C(COc1ccccc1)N1CCN=C1SCc1cccc(F)c1,-3,-5,3,3,1,10,-1,-2,0,7,5
CC(C)Oc1cccc(C(=O)N2CCCC2)c1,-4,-11,-23,0,0,-3,0,-1,-8,-9,8
O=C(c1cccc(S(=O)(=O)N2CCCC2)c1)N1CCN(Cc2ccccc2)CC1,6,-4,-7,12,-5,10,1,10,7,0,-1
CCN1CCN(c2ccc(S(=O)(=O)N3CCCCC3)cc2NC(=O)c2ccc(F)cc2)CC1,3,0,5,-2,-1,10,-5,-1,1,16,6
Cc1ccc(CC(=O)Nc2ccc(S(=O)(=O)N3CCOCC3)cc2)cc1,-5,16,-17,-2,?,11,4,19,-2,-1,10
O=C(Nc1ccc(-c2nc3ccccc3o2)cc1)c1cc(-n2cnnc2)ccc1Cl,8,12,36,34,16,-4,10,76*,12,17,5
COc1ccc(C2Nc3ccccc3C(=O)N2NS(C)(=O)=O)cc1OC (stereo not given),-3,1,12,-17,2,11,-9,5,18,5,2
CCn1c(=O)cc(OCC(=O)Nc2cccc(C)n2)c2ccccc21,7,-1,8,9,-3,1,2,22,-9,-11,-5
CC(=O)NC(Cc1cccc(F)c1)C(=O)NC1CCN(c2ncccc2[N+](=O)[O-])CC1 (stereo not given),1,-4,14,-8,-3,15,6,10,-7,1,4
COc1ccc(Cc2c(-c3cccc(Cl)c3)nc3ccc(Br)cn23)c(C)c1,-2,-51,-37,-31,1,-111,-2,-2,.,-47,-48
Cc1cc(N/N=C/c2ccc([N+](=O)[O-])o2)nc2ccccc12,5,-11,-18,-3,13,-17,8,-15,1,17,-28
O=C(C1CC(c2cccc(Br)c2)=NO1)N1CCc2ccccc2C1 (stereo not given),7,-4,2,4,-4,6,-8,-30,2,-9,-2
COc1cc(/C=N/NC(=O)c2ccc(CSc3nc4ccccc4[nH]3)cc2)cc(OC)c1OC,-2,-31,-4,-27,-1,4,-2,15,-3,-6,-36
Cc1ccc(COCC(CC(C)C)N2CCN(C(=O)c3cccc(C(F)(F)F)c3)CCC2=O)cc1 (stereo not given),5,1,14,14,-2,-9,5,-9,-3,-8,6
Cc1cccn2c(=O)c(/C=C(\C#N)C(N)=O)c(N3CCN(Cc4ccc5c(c4)OCO5)CC3)nc12,16,16,9,-8,-4,1,-5,-30,-1,-1,6
CCN(CC)C(=O)CSc1ncnc2c1cnn2Cc1ccccc1,0,1,5,-10,0,17,-4,12,-9,-24,7
CCCOc1ccc(OCCn2nc(C(=O)O)c3ccccc3c2=O)cc1,-1,-7,-1,2,-3,18,5,-1,-6,20,-18
Cc1ccc(N2C(=O)CCC2(C#N)c2ccccc2)cc1 (stereo not given),-1,-6,-5,14,-1,10,1,-14,-6,6,0
CCOP(=O)(OCC)C(NC(=O)Nc1cccc(Cl)c1)C(N)=O (stereo not given),7,7,-5,19,-2,-5,-10,-1,-15,11,15
O=C(CSc1n[nH]c(=O)n1Cc1ccco1)Nc1ccccc1Cl,3,-3,11,10,1,9,-4,23,8,-16,7
O=C(Nc1ccc(F)cc1F)c1ccc2nc(N3CCOCC3)sc2c1,-2,-35,-9,-44,0,-54,-14,-30,-1,-10,-37
CC(=O)NCCC(=O)N1CCCC(N2CCN(c3cccc(Cl)c3)CC2)C1 (stereo not given),5,-12,-14,-6,6,0,9,-3,8,4,-17
CC1CCC(C(C)C)C(OC(=O)C2=C3c4ccccc4S(=O)(=O)N3CC2)C1 (stereo not given),4,7,-6,5,0,3,6,-7,7,-26,-5
CS(=O)(=O)N(CC(=O)NCCSCc1cccc(Cl)c1)c1ccc(F)cc1,1,-21,-11,-11,33,-1,0,-5,-8,-8,-8
Cc1c(/C=N/n2cnnc2)c2ccccc2n1CCOc1ccccc1,17,3,21,1,55,16,-12,12,4,9,20
COc1cccc(C(=O)O/N=C(\N)CS(=O)(=O)c2ccccc2)c1,11,-39,-43,-21,39,-12,-10,-2,-18,-69,-54
Cc1cc(C)c(NC(=O)CCc2c(C)noc2C)c(C)c1,-4,-3,-1,4,1,15,-7,7,-5,-11,12
Cc1cccc(NC(=O)C2CCCN2C(=O)Oc2ccccc2)c1 (stereo not given),6,-10,-7,-2,0,24,-1,9,12,3,-11
Cc1ccc2nc(SCC(=O)N3N=C(c4cccs4)CC3c3ccc(F)cc3)nc(=O)n2c1 (stereo not given),6,1,-2,4,0,-9,-8,-19,-4,-1,-21
# (more compounds)
SMILES,ABHD5-PLIN5 inh,NCOA1 inh,TROY signal inh,NR2F2 inh,Exocytosis inh,NCOA3 inh,NOD2-RIPK2 inh,TWEAK Fn14 block,TLR9-MyD88 inh,LRH-1 inv ag,SRC2 inh
O=C(CCCC(=O)c1ccccc1)NCCc1ccccc1,4,10,-8,-10,5,-16,-5,6,-10,3,-22
Cc1ccc2nc(-c3ccccc3)cc(C(=O)NCC(c3ccco3)N(C)C)c2c1 (stereo not given),14,-20,-50,-24,-5,-39,5,-5,-1,-3,7
Cc1csc2c(=O)sc(NC(=O)c3ccc(F)cc3)nc12,6,13,-13,0,-7,20,-10,-24,.,6,-27
O=c1cc(CN2CCN(S(=O)(=O)c3ccc4c(c3)OCCO4)CC2)c2ccc(O)cc2o1,2,-17,4,13,-3,2,-8,0,5,0,-2
CC(=O)Nc1ccc(S(=O)(=O)N=S(C)(C)=O)cc1,0,-6,-1,15,-2,6,-5,5,4,5,8
COc1ccc(C)cc1S(=O)(=O)N(CC(N)=O)Cc1ccccc1,7,8,-1,-6,?,10,-12,-2,1,24,4
COc1cccc(C(=O)OCC(=O)c2c[nH]c3ccccc23)c1O,-3,-58,-52,-18,-1,-39,-2,-38,-2,-6,-42
CC(C)CNC(=O)C(=O)Nc1cc2c3c(c1)C(C)C(=O)N3CCC2 (stereo not given),4,-3,-17,-16,1,14,-5,-24,1,5,-11
CC(C)C(=O)Nc1c2c(nc3c1CCC3)CCCC2,4,1,-21,4,13,-10,-8,2,-2,6,14
O=C1CCCN1CN1CCCCC1,6,-5,0,-29,1,-16,-5,3,1,18,-5

# A portion of the library; rates above refer to the full screens.
